# M18AAP inhibitor: PfM18AAP inhibitors, malaria aminopeptidase, primary screen, biochemical, QFRET, recombinant enzyme; hit rate 1.2% among 290,000; inhibition, % at 7.35 µM; AID 1822, 2009; H-Glu-NHMec fluorogenic cleavage;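 active = inhibition above the campaign mean inhibition over all tested compounds plus 3 SD, cut at about 28% in these data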;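 note: 0% = plate median of test compound wells and 100% = 2 mM ZnCl2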
# IDE cell inh: human IDE inhibitors in live cells, primary screen, fluorescence polarization, HEK cells, FAbetaB substrate | inhibition, % at 5.59 µM | hit rate 0.41% among 320,000 | FAbetaB cleavage | AID 434962, 2010 | Insulin-degrading enzyme (Homo sapiens), P14735;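 active = percent inhibition above the average of all tested compounds plus 3 SD, set per screening campaign, cut at about 16% in these data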;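 note: IDE supplied by intact live HEK cells; FP after avidin binding of uncleaved biotin substrate so inhibition keeps polarization high; 0% = DMSO wells and 100% = 60 µM reference IDE inhibitor Ii1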
# IMP-1 inh: IMP-1 metallo-beta-lactamase inhibitors, primary screen, biochemical, epi-absorbance readout, Pseudomonas aeruginosa enzyme | purified IMP-1, nitrocefin hydrolysis, epi-absorbance fluorescence | inhibition, % at 5.6 µM | hit rate 0.45% among 290,000 | AID 1556, 2009;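 active = inhibition above the mean plus 3 SD of all compounds in the same screening run, cut at about 4.5% in these data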;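 note: 0% = IMP-1 with DMSO and 100% = DMSO wells lacking enzyme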
#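 system = purified recombinant IMP-1 beta-lactamase | amount = 0.2 nM IMP-1, as dispensed | medium = HEPES buffer pH 7.1 with ZnSO4 and Brij 35 | times = 25 °C, 15 min preincubation, 25 min reaction | detection = plate fluorescence quenching by hydrolysis product, ex 480/em 530 nm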
# VIM-2 inh: VIM-2 metallo-beta-lactamase inhibitors, primary screen, biochemical, epi-absorbance readout, Pseudomonas aeruginosa enzyme; purified VIM-2, nitrocefin hydrolysis, epi-absorbance fluorescence; inhibition, % at 5.6 µM; hit rate 0.89% among 290,000;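 active = inhibition above the mean of all tested compounds plus 3 SD, cutoff set per screening run, cut at about 7.5% in these data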;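 note: red hydrolysis product quenches plate fluorescence so inhibitors raise well fluorescence; 0% = enzyme with DMSO and 100% = DMSO without enzyme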
# PHOSPHO1 inh: PubChem AID 1565. recombinant PHOSPHO1, absorbance phosphatase assay. hit rate 1.1% among 290,000. inhibition, % at 13.3 µM; in the data active = inhibition above about 60%
# IDE act: human IDE activators in live cells, primary screen, fluorescence polarization, HEK cells, FAbeta-B substrate | Insulin-degrading enzyme (Homo sapiens), P14735 | AID 493087, 2011 | FAbeta-B cleavage; 0% vehicle, 100% cell-free pure enzyme wells | activation, % at 5.96 µM | hit rate 0.073% among 340,000;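 active = activation above the mean of all tested compounds plus 3 SD, set per screening campaign, cut at about 17% in these data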
# p-CIP stab down: p/CIP-EGFP fusion destabilizers, primary screen, fluorescence, F442A cells | Q05BA5 | 16 h | decrease of EGFP signal, % at 10 µM | hit rate 0.01% among 290,000 | AID 1984, 2009;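 active = EGFP signal decrease of at least 30% at 10 µM or well 3 SD below plate mean, unless failing retest; inactive = the rest, including hits failing retest or dose response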; note: some compounds called inactive have numbers as strong as hits; many of its hits are not listed in these tables
# Target sequence (Q05BA5 1-1403): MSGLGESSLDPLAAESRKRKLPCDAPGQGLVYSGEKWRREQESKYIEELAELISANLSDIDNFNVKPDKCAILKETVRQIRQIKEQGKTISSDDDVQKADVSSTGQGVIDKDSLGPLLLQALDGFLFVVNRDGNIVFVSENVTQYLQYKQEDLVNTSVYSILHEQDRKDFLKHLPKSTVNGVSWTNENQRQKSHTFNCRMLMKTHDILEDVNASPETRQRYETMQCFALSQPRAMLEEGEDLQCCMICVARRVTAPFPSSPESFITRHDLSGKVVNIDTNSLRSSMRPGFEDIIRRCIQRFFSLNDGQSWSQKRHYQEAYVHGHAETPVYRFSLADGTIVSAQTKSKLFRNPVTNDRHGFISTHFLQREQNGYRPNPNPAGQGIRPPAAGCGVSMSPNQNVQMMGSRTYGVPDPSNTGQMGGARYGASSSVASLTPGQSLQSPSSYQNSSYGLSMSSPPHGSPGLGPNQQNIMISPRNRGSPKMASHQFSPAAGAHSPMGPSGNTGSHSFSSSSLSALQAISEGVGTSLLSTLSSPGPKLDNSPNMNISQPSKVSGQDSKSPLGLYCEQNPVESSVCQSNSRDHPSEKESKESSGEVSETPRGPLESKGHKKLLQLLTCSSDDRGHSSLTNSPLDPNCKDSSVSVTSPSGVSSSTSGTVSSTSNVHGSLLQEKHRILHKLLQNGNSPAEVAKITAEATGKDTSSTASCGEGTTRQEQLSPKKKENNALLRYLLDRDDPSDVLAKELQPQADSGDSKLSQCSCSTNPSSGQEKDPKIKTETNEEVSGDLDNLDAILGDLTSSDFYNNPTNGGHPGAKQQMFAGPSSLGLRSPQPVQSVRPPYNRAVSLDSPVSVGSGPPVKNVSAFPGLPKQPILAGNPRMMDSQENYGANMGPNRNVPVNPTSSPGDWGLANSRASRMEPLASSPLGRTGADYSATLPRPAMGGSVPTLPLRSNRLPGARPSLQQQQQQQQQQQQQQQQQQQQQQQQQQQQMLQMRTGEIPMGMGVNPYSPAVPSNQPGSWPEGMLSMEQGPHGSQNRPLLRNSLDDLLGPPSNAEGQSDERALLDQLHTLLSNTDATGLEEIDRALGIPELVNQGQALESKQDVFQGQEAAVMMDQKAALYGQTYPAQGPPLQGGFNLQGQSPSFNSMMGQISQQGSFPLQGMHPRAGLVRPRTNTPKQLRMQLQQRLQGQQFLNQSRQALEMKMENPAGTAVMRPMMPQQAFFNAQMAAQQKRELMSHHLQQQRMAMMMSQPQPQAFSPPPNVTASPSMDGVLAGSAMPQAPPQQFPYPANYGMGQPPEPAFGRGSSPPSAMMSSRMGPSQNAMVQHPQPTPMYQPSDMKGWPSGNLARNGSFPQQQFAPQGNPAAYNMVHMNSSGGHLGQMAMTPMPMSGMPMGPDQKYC
# NALP1 inh: NALP1 inflammasome inhibitors in reconstituted yeast, colorimetric, S. cerevisiae, triplicate retest; hit rate 0.61% among 280,000; inhibition, % at 10 µM; S. cerevisiae NALP1/ASC/caspase-1 growth, X-gal OD620, 72 h; AID 2071, 2009; in the data active = inhibition mostly above about 24%, no sharp cut-off; inactive = mostly below about 32%; note: some compounds called inactive have numbers as strong as hits
# GPR7 antag: GPR7 receptor antagonists, primary screen, cell-based, fluorescence, single concentration; hit rate 1.1% among 290,000; GPR7-expressing cells, fluorescence antagonist assay; Neuropeptides B/W receptor type 1 (Homo sapiens), P48145; inhibition, % at 4.4 µM; in the data active = inhibition above about 16%, passing the limit was not always enough;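 note: cells stimulated with the agonist NPW; 0% = agonist with vehicle and 100% = vehicle without agonist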
# * = called active by the depositor; · = not tested or not shown. Hits appear at their usual frequency; about 5.3% have a hit in one of these screens.
SMILES,M18AAP inhibitor,IDE cell inh,IMP-1 inh,VIM-2 inh,PHOSPHO1 inh,IDE act,p-CIP stab down,NALP1 inh,GPR7 antag
Cc1cccc(C2Nc3ccccc3C(=O)N2c2ccccc2)n1 (configuration not stated),-2.2,0.4,-3.8,-4.0,-25.3,4.6,-18.5,5.4,-15.3
CCc1nc2ccc(C(=O)NCc3ccccc3)cc2nc1CC,12.0,-1.2,1.4,1.9,20.3,1.1,6.0,7.6,17.3
Cn1c(SCC(=O)N/N=C/c2cccnc2)nnc1-c1ccccc1,-0.7,0.4,-1.3,-1.7,36.4,3.9,4.3,·,-10.8
COc1cccc(CNC(=O)CSc2nnc3c(n2)[nH]c2ccc(F)cc23)c1,5.2,-0.7,-3.7,-1.5,23.7,-3.1,-0.8,3.8,-10.4
COC(=O)c1ccc(CN(Cc2ccc(C(=O)OC)o2)C(C)(C)C)o1,7.6,-0.8,-2.8,-2.9,-0.1,3.6,-8.2,-3.9,11.2
CCOc1ccc(N2CC(C(=O)NCc3ccco3)CC2=O)cc1 (configuration not stated),-5.8,5.8,-4.3,-1.8,14.4,0.1,7.1,5.5,-12.5
CCCNC(=S)NNC(=O)c1cccs1,26.7,-2.3,-1.7,0.1,39.7,4.1,-7.0,-15.7,-10.0
COc1cc(OC)c2c(-c3ccccc3)cc(=O)oc2c1C(CCN1CCCC1)c1ccc2c(c1)OCO2 (configuration not stated),·,2.4,·,·,30.9,5.9,2.3,-13.4,·
O=c1[nH]nc(Cc2ccc(-c3ccccc3Cl)o2)c2ccccc12,-6.0,0.4,-1.9,-0.2,5.7,0.2,-4.5,31.9,-15.2
CCOc1ccc(Nc2nc(N)c([N+](=O)[O-])c(N3CCOCC3)n2)cc1,3.9,2.0,-4.2,-1.7,36.9,3.7,0.0,-3.0,-25.4
COc1ccc(NC(=O)C2CCN(S(=O)(=O)c3cccnc3)CC2)cc1Cl,1.3,0.4,-2.9,-3.1,70.4*,8.0,2.1,22.4,-8.7
O=C(c1ccc2c(c1)CCN2S(=O)(=O)c1ccccc1)N1CCN(c2ccccc2F)CC1,-3.1,0.6,0.0,-1.8,39.5,8.4,-12.7,6.9,-2.0
COc1ccc(O[C@H]2C=C[C@@H](c3ccccc3)O[C@@H]2CO/N=C(\C)CCC(=O)OC[C@H]2O[C@H](c3ccccc3)C=C[C@@H]2Oc2ccc(OC)cc2)cc1,-4.0,3.3,-1.1,-1.6,-13.5,·,-2.5,32.2,-4.6
COc1coc(C(O)C[N+](=O)[O-])cc1=O (configuration not stated),2.8,0.4,-3.0,-2.1,-1.0,-4.8,-4.4,23.3,1.9
O=C(OC1CCc2ccccc2C1=O)c1ccccc1O (configuration not stated),-31.8,-0.6,-4.1,4.4,5.5,-1.1,-4.9,6.0,-19.6

# An excerpt of these results, with tabs:
Compound	M18AAP inhibitor	IDE cell inh	IMP-1 inh	VIM-2 inh	PHOSPHO1 inh	IDE act	p-CIP stab down	NALP1 inh	GPR7 antag
CCCNC(=S)NNC(=O)c1cccs1	26.7	-2.3	-1.7	0.1	39.7	4.1	-7.0	-15.7	-10.0
COc1cc(OC)c2c(-c3ccccc3)cc(=O)oc2c1C(CCN1CCCC1)c1ccc2c(c1)OCO2 (configuration not stated)	·	2.4	·	·	30.9	5.9	2.3	-13.4	·

# The results go on.
SMILES,M18AAP inhibitor,IDE cell inh,IMP-1 inh,VIM-2 inh,PHOSPHO1 inh,IDE act,p-CIP stab down,NALP1 inh,GPR7 antag
COc1ccc(C(=O)OCC(=O)Nc2c(C)cccc2C)cc1,-4.8,0.2,-1.4,-0.1,26.5,1.5,1.5,18.5,-7.9
CN(NC(=O)Nc1ccccc1)c1cnn(C)c(=O)c1Cl,-1.8,1.4,-3.8,0.0,35.7,·,0.8,4.3,-11.0
COCCCN1C(=O)C(=O)/C(=C(/O)c2ccc(S(=O)(=O)N3CCOCC3)cc2)C1c1ccc(C(C)C)cc1 (configuration not stated),-6.6,-2.0,-0.8,-0.3,18.1,-0.1,-9.1,23.1,-15.2
CCC1(C)CC(=O)N(c2ccc(F)c(Cl)c2)C(=O)C1,-3.4,-1.8,0.1,0.9,37.3,-3.8,9.5,17.6,-9.3
Clc1ccc(Cn2ccc(C3CC3)n2)cc1,4.7,-0.4,-1.6,2.7,-28.7,2.9,1.0,18.4,-8.2
Cc1cc(C)c2[nH]c(=O)c(C(c3nnnn3Cc3ccc4c(c3)OCO4)N3CCCC3)cc2c1 (configuration not stated),11.1,2.9,-1.1,-0.7,27.0,4.7,-4.0,-10.5,-16.1
COc1ccc(OC)c(NC(=O)C2CC(=O)N(c3ccc(Br)cc3)C2)c1 (configuration not stated),6.2,3.9,-3.6,0.6,-5.8,5.8,-11.4,·,-10.0
Cc1ccc(C(=O)NCC(=O)O)o1,-0.9,0.2,-2.4,-3.9,-84.5,2.5,-12.7,15.7,-3.5
CCn1c(COc2ccccc2C(N)=O)nc2ccccc21,5.8,5.6,-5.1,-3.0,3.4,-4.2,-17.6,4.4,-9.8
O=C(NC1CC2CCC(C1)N2Cc1ccccc1)c1ccccc1Cl (configuration not stated),2.0,1.2,-4.4,-2.4,·,7.4,-20.8,7.7,-10.1
O=C(CN1Cc2ccccc2C1=O)Nc1ccc2c(c1)OCCO2,-0.3,-1.7,-0.3,-1.6,22.2,7.6,-4.7,6.2,1.8
CC(=O)N[C@@H]1[C@@H](O)[C@@H]2OC(c3ccccc3)OC[C@H]2O[C@@H]1N=[N+]=[N-] (some centres not stated),-1.2,-2.9,1.8,1.4,19.1,3.5,1.2,16.1,-5.2
Cc1cc(C)n2nc(-c3sccc3-n3cccc3)cc2n1,-40.1,3.8,-1.7,1.5,62.0*,1.0,1.4,3.7,-15.3
NS(=O)(=O)c1ccc(NC(=O)C(Sc2ccccc2)c2ccccc2)cc1 (configuration not stated),2.3,-5.6,3.3,1.6,-7.9,-0.9,4.8,31.3,4.1
COc1ccc(-n2c(-c3ccc(Cl)cc3)c[n+]3c2CCc2ccccc2-3)cc1,-4.7,5.0,-0.1,0.5,-4.0,4.5,-15.7,11.0,31.3*

# Single entries from the results shown:
# O=C(CN1Cc2ccccc2C1=O)Nc1ccc2c(c1)OCCO2 in VIM-2 inh shows -1.6
# CN(NC(=O)Nc1ccccc1)c1cnn(C)c(=O)c1Cl in VIM-2 inh shows 0.0
# COc1ccc(C(=O)OCC(=O)Nc2c(C)cccc2C)cc1 in GPR7 antag shows -7.9
# Cc1ccc(C(=O)NCC(=O)O)o1 in NALP1 inh shows 15.7

# (further entries)
SMILES,M18AAP inhibitor,IDE cell inh,IMP-1 inh,VIM-2 inh,PHOSPHO1 inh,IDE act,p-CIP stab down,NALP1 inh,GPR7 antag
c1ccc(-n2nnc(-c3cccnc3)n2)cc1,7.5,10.2,-3.1,-3.5,30.4,5.9,6.9,-0.1,-6.9
Cc1cc(OCc2cc(C(=O)NCc3csc(C(C)C)n3)no2)cc(C)c1Cl,7.1,3.8,-1.7,-2.1,67.8*,-4.4,-9.2,3.8,-12.3
Cc1ccc2nc3c(cc2c1)c(C)nn3-c1ccccc1,8.6,1.8,-4.5,-2.7,29.9,-1.4,-0.2,17.5,-27.4
COc1ccc(-c2noc(CCC(=O)NCC3CCCO3)n2)cc1OC (configuration not stated),-3.2,1.3,-2.5,-1.1,-19.9,3.7,0.4,2.4,-16.2
COc1ccc(Nc2cc(C(=O)NCCCOC(C)C)c3ccccc3n2)c(OC)c1,-3.8,0.6,-1.2,-3.0,37.5,2.3,-0.7,11.9,-3.7
CC(=O)N1CCCc2ccccc21,-5.3,-0.4,-3.0,-1.1,13.9,-1.6,-0.3,0.7,-10.2
CC(=O)c1cccc(NC(=O)N2CCC(NC(=O)C34CC5CC(CC(C5)C3)C4)CC2)c1,-4.0,-0.3,-2.5,-1.6,-17.9,3.0,1.3,-3.2,-13.4
CC1CN(C(=O)c2cc3cc([N+](=O)[O-])ccc3s2)CC(C)O1 (configuration not stated),-3.5,-1.4,-1.6,-2.8,48.4,-5.3,2.2,6.8,2.6
CC(O)CNc1nc2ccccc2n1CC(=O)NCCc1ccc(Cl)cc1 (configuration not stated),3.6,2.8,-4.8,-2.9,20.1,-1.2,-8.3,-2.2,3.1
Cc1[nH]nc2c1C(c1ccc3c(c1)OCO3)C(C#N)=C(N)O2 (configuration not stated),11.3,-1.0,-3.0,-1.1,3.5,6.6,-8.5,20.5,-8.5
CC(C)n1cc(/C=C/c2cc[n+](C)cc2)c2ccccc21,7.9,·,12.1*,17.6*,-153.0,-31.8,-601.4,15.7,3.5
CNC(=O)c1ccccc1NC(=O)c1cccc(S(=O)(=O)N2CCC(C)CC2)c1,-17.0,1.4,-0.8,-0.5,-10.0,2.8,-13.8,9.1,-6.3
O=C(NNC(=O)c1cc(-c2ccco2)nc2ccccc12)c1ccccc1,1.7,-0.3,-1.9,-3.4,-77.7,8.6,-7.5,-1.9,-20.9
O=C(/C=C/c1ccc(F)cc1)N1CCN(S(=O)(=O)/C=C/c2ccccc2)CC1,1.9,-0.4,-1.9,-0.5,27.5,7.9,19.3,15.0,-4.5
CC1CCN(CCNC(=O)C2CCCN(S(=O)(=O)c3cccc4nsnc34)C2)CC1 (configuration not stated),-1.0,1.3,-1.1,-1.2,22.5,5.0,-3.6,16.3,0.3
Cc1cccc(C(=O)NCC2CCCO2)c1 (configuration not stated),-5.1,1.4,-0.7,-1.5,11.1,1.4,3.1,-22.0,3.8
Cc1ccc(OCC(=O)N2c3ccccc3NC(=O)C2(C)C)c([N+](=O)[O-])n1,0.8,7.0,-3.6,0.2,24.3,3.4,-1.7,-0.6,-1.1
CCc1ccc(C(CC(=O)c2ccc(Cl)cc2)C(=O)O)cc1 (configuration not stated),1.8,7.2,-1.1,-1.7,31.7,5.2,1.5,9.4,-13.9
COc1ccc(C(=O)Nc2nc(-c3ccc([N+](=O)[O-])cc3)c(-c3ccc(OC)cc3)s2)cc1,0.0,-0.1,-2.8,-4.3,-3.9,3.4,-13.6,9.3,-8.1
CCOC(=O)c1sc(/N=C/c2ccc(O)cc2O)cc1C,20.7,-1.5,-2.7,-1.5,-15.9,-8.5,0.5,26.9,-1.4
CC(C)(C)C(=O)Cn1c[n+](N)cn1,4.0,3.8,-2.1,-0.6,-3.3,5.4,-0.4,1.9,-9.2
CCCCCCOc1ccc(C(=O)O)cc1C#N,-5.4,0.0,-0.8,3.0,-2.6,4.0,2.9,31.9,-3.2
O=C(Nc1nnc(-c2ccc3c(c2)CCCC3)o1)c1ccccc1Cl,11.6,1.8,2.5,2.4,-3.3,-1.9,-2.5,20.9,-4.5
CCc1nc2ccccc2n1CC1CC1(Cl)Cl (configuration not stated),-1.7,0.6,-2.1,-3.3,-5.3,0.8,-1.7,37.2*,-10.6
COC(=O)C1CCCCN1C(=O)CCc1nnc(CCc2c[nH]c3ccccc23)o1 (configuration not stated),-1.3,-0.6,-0.6,-1.9,18.3,0.3,-12.2,-6.4,-1.6
Cc1ccc(C)c(N2CN(Cc3cccnc3)CNC2=S)c1,-23.2,5.5,-1.3,-2.6,0.1,4.0,10.3,18.4,0.7
